Compound activity: PubChem BioAssay, several laboratories
hK5 inh – human KLK5 protease inhibitors, primary screen, biochemical, 1536-well; inhibition, % at 5 µM; recombinant hK5, fluorogenic AMC substrate cleavage; actives 0.59% (n = 210,000); Kallikrein-5 (Homo sapiens), Q9Y337;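 active = inhibition of 40% or more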;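 note: 0% = enzyme controls without compound and 100% = no-enzyme blanks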
Target sequence (Q9Y337 67-293 limits assumed): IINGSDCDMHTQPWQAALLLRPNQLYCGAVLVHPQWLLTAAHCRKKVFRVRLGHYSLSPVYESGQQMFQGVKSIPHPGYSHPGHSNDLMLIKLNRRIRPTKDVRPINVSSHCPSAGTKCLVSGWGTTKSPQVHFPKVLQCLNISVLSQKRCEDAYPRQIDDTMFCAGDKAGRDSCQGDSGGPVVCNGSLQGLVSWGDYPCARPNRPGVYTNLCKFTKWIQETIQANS
MDM2 E3 inh – MDM2-luciferase reporter signal enhancers, primary screen, MDM2 E3 ligase inhibitor project, cell-based, luminescence, 1536-well; signal enhancement, % at 5 µM; cell-based MDM2 ubiquitination luciferase reporter, 2 h; 0 = plate control, 100 = twice control, blank-subtracted; E3 ubiquitin-protein ligase Mdm2 (Homo sapiens), Q00987; actives 0.11% (n = 210,000);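 active = signal enhancement of 30% or more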;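 note: luminescence tracks abundance of the self-degrading MDM2-luciferase fusion protein; higher signal means inhibition of MDM2 E3 ligase activity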
Target sequence (Q00987 whole entry, looked up, the tested form may be a part): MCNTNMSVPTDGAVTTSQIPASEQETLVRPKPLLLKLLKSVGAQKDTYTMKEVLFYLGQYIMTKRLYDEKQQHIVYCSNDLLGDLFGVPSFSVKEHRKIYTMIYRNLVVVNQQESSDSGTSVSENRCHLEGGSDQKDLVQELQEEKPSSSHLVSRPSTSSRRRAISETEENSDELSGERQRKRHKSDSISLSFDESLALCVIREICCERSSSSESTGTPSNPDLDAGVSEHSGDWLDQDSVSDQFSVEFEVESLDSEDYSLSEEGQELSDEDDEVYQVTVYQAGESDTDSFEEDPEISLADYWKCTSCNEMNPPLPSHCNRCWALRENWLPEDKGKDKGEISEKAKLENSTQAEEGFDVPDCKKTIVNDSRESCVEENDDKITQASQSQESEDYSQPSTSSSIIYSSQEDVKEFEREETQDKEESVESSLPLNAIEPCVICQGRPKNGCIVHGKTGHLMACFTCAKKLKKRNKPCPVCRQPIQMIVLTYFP
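Assay system: mammalian cells stably expressing self-ubiquitinating, self-degrading MDM2 E3–luciferase fusion. Quantity: 2000 cells in each well. Medium: DMEM culture medium. Compound dosing: single-point 5 µM. Timing: cell settling 4 h, compound treatment 2 h, both 37 °C. Technique: luciferase luminescence. Read-out basis: percent signal gain over controls, blank-subtracted. Benchmarks: plate controls and plate blanks.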
FXIa inh 1536 – human FXIa protease inhibitors, primary screen, biochemical, 1536-well; Coagulation factor XI (Homo sapiens), P03951; purified FXIa, Boc-Glu-Ala-Arg-AMC fluorogenic substrate; inhibition, % at 5 µM; actives 0.14% (n = 220,000); AID 798, 2007;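 active = inhibition of at least 40%; inactive = inhibition below 40%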;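 note: fluorescence of freed AMC excited at 355 nm; 0% = enzyme without compound and 100% = no enzyme blank; many of its hits are not listed in these tables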
eIF4E 4G PPI – eIF4E–eIF4G protein interaction inhibitors, primary screen, biochemical, uHTS, TR-FRET, eIF4GI fragment; TR-FRET eIF4E-eIF4GI(517-606) binding, 2 h; inhibition, % at 21.7 µM; actives 0.37% (n = 220,000); AID 782, 2007;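 active = inhibition above about 30%, limit read from the data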;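 note: 0% = full FRET control wells and 100% = background wells lacking eIF4GI fragment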
p97 ATPase inh – inhibitors of human p97 ATPase, primary screen, biochemical | Transitional endoplasmic reticulum ATPase (Homo sapiens), P55072 | recombinant p97 ATPase, Kinase-Glo ATP luminescence, 3 h | inhibition, % at 8 µM | actives 0.42% (n = 220,000); in the data active = inhibition above about 15%;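 note: 0% = DMSO vehicle and 100% = wells lacking enzyme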
Rad51 HR inh – human RAD51 strand exchange inhibitors, primary screen, biochemical, fluorescence; DNA repair protein RAD51 homolog 1 (Homo sapiens), Q06609; hRad51 DNA strand exchange, fluorescence dequenching; inhibition, % at 10 µM; actives 0.085% (n = 200,000); AID 1385, 2008;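 active = inhibition above 40% at the single screening dose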;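 note: 0% = DMSO control wells and 100% = blanks with heterologous ssDNA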
Target sequence (Q06609 whole entry, looked up): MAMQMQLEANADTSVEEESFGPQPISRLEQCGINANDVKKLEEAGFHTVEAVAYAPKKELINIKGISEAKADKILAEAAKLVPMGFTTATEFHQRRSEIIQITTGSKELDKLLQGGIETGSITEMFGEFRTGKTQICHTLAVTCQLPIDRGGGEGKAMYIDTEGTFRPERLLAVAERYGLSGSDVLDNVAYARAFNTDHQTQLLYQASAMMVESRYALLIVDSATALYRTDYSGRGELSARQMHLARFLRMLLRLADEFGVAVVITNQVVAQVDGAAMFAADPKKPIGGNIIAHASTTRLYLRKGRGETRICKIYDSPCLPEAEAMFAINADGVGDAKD
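material = hRad51 filaments on single-stranded DNA | reagent = Donor/quencher-labelled 47-bp dsDNA substrate | compound = 10 µM final, single point | schedule = strand-exchange reaction 15 min at room temperature | measured by = fluorescein emission 520 nm, excitation 485 nm | read-out basis = % inhibition versus plate control and blank means | benchmarks = plate controls and plate blanks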
Wee1 stabilizer – Wee1 degradation inhibitors, primary screen, cell-based, HeLa, Wee1K328M-luciferase, luminescence. Wee1-like protein kinase (Homo sapiens), P30291. HeLa Luc-Wee1K328M stability; 100% = proteasome inhibitor MG132 effect. reporter increase, % at 5 µM. actives 1.2% (n = 220,000);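 active = activation above the mean of all tested compounds plus 3 SD, set per screening run, cut at about 8.8% in these data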;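 note: cells exposed to compound for 20 h before luminescence read; 0% = DMSO alone and 100% = MG132 at 30 µM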
14-3-3 Bad PPI – inhibitors of 14-3-3 zeta/Bad binding, primary screen, biochemical, TR-FRET, bovine 14-3-3 zeta; 14-3-3 protein zeta/delta (Bos taurus), P63103; TR-FRET 14-3-3zeta/Dy647-pBad peptide displacement, 1 h; inhibition, % at 21.7 µM; actives 0.71% (n = 220,000); AID 781, 2007;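 active = inhibition above about 70%, limit read from the data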;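 note: 0% = full 14-3-3 plus peptide FRET controls and 100% = background without 14-3-3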
FXIIa inh – human FXIIa protease inhibitors, primary screen, biochemical, 1536-well | purified FXIIa, Boc-QGR-AMC fluorogenic substrate, 2 h | inhibition, % at 5 µM | actives 0.3% (n = 220,000) | AID 800, 2007; in the data active = inhibition above about 40%;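 note: 0% = enzyme with no compound and 100% = blank without enzyme; many of its hits are not listed in these tables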
Starred values were filed as active, the others as inactive; · = no result given; [ ] = another dose, or the depositor's remark. Hits appear at their usual frequency; any-hit rate near 3.5%.

Sequence of screens: hK5 inh, MDM2 E3 inh, FXIa inh 1536, eIF4E 4G PPI, p97 ATPase inh, Rad51 HR inh, Wee1 stabilizer, 14-3-3 Bad PPI, FXIIa inh
- CCn1c(SCC(=O)N2CCc3ccccc32)nnc1-c1c[nH]c2ccccc12
  -24, -13, -14, -8, 4, 0, -2, -13[fluorescence artefact?], -12
- C/C(=N\N1CCN(Cc2ccc(Cl)cc2)CC1)c1ccc(F)cc1
  0, -1, 2, 1, -5, ·, 0, 1, 7
- COc1ccc(Cl)cc1-n1c(C)cc(C(=O)O)c1C
  -11, -6, -7, -13[fluorescence artefact?], 7, -1, 4, -10, 12
- Cc1ccc(/C=N/Nc2nc(Cl)c(Cl)cc2Cl)s1
  -14, 8, 5, 2, -2, -7, 3, 7, 18
- Cc1ccc(NC(=O)N(Cc2ccc3c(c2)OCO3)Cc2cc3cc4c(cc3[nH]c2=O)OCCO4)cc1
  -17, -3, 6, 1, 1, -4, -3, 10, 12
- CCOc1ccc(CNC(=O)C2CCC(=O)N2C2CCCC2)cc1OC (stereo not drawn)
  2, -13, -8, 7, -2, -6, -3, -10, -5
- COc1ccc(C2NC(=S)NC3=C2CCc2ccccc23)cc1OC (stereo not drawn)
  -7, 1, -5, 4[fluorescence artefact?], 3, 5, 0, -3[fluorescence artefact?], 11
- O=C(Nc1nc(-c2ccc(-c3ccccc3)cc2)cs1)C1CCCO1 (stereo not drawn)
  -18, -11, -7, -20, -11, -9, 5, -7, 8
- O=C(CCn1nnc2ccccc21)N/N=C\Cc1ccccc1
  -3, -5, -3, -5, -2, 19, 3, -6, 7
- CCC(C)[C@H](NC(=O)NCc1ccc(Cl)cc1)C(=O)O (stereo partly drawn)
  -6, -13, -2, -4, 8, 10, 0, 0, 3
- Cc1cc(-c2nnc(SCC(=O)Nc3ccccc3)n2C)no1
  -6, -6, 4, 0, 0, 8, -3, -1, 8
- O=C(Nc1ccc(Cl)cc1)Nc1ccc(N2CCCC2)c(S(=O)(=O)Nc2ccccc2Cl)c1
  -21, -14, 5, 1, 11, -5, 0, -9[fluorescence artefact?], 9
- CC(C)N(C(=S)NCc1ccccc1)C(C)C
  -3, -7, -3, 3, 3, 3, -1, -3, 2
- CC(C)Cc1nc(SCC(=O)Nc2nnc(CC(C)C)s2)n[nH]1
  2, ·, 2, -6, -9, ·, 0, -5, 9
- Cc1ccc(N2CC(O)=C(c3ccccc3)C2=N)cc1
  -5, -18, 3, 2, 5, -1, 2, -5, 6

Of the compounds above, two have a COOH group:
Sequence of screens: hK5 inh, MDM2 E3 inh, FXIa inh 1536, eIF4E 4G PPI, p97 ATPase inh, Rad51 HR inh, Wee1 stabilizer, 14-3-3 Bad PPI, FXIIa inh
- COc1ccc(Cl)cc1-n1c(C)cc(C(=O)O)c1C
  -11, -6, -7, -13[fluorescence artefact?], 7, -1, 4, -10, 12
- CCC(C)[C@H](NC(=O)NCc1ccc(Cl)cc1)C(=O)O (stereo partly drawn)
  -6, -13, -2, -4, 8, 10, 0, 0, 3

Next section.
Sequence of screens: hK5 inh, MDM2 E3 inh, FXIa inh 1536, eIF4E 4G PPI, p97 ATPase inh, Rad51 HR inh, Wee1 stabilizer, 14-3-3 Bad PPI, FXIIa inh
- Nc1ccc(C(=O)c2cccs2)cn1
  0, -6, -1, 7, 7, -10, -3, 1, 14
- O=C(Nc1ccc(-c2cn3ccsc3n2)cc1)C1CC1
  -1, 9, 4, -4, 1, 2, 1, -10[fluorescence artefact?], 8
- Cc1nnc(SCC(=O)Nn2cnnc2)s1
  -17, -5, 12, -1, 1, -2, 3, 2, 15
- COc1cc(O)cc2cc3c(c(O)c12)C(=O)CC(C)(O)O3 (stereo not drawn)
  -4, -18, 1, 71*, ·, 4, ·, 8, 9
- Cc1cc(=O)[nH]c2ccccc12
  0, -18, 0, 4, 0, -2, 0, 0, 4
- O=[N+]([O-])c1ccccc1/C=N/n1c(C2CCCCC2)n[nH]c1=S
  -7, -4, -5, -1, -6, 5, 0, 3[fluorescence artefact?], -4
- CCOc1c(Cl)cc(CNCc2ccncc2)cc1OC
  -2, -15, 11, -3, -1, 8, -2, -8, 8
- Cc1cccc(Cc2c(C)nc3c(C(=O)N4CCN(Cc5ccc6c(c5)OCO6)CC4)cnn3c2C)c1
  -2, -17, -22, 3, -1, 2, -2, -10, -15
- CCC(C)NCCOCCOc1cc(C)c(Cl)c(C)c1 (stereo not drawn)
  3, -56, 6, 1, -4, 15, 0, 2, 7
- CC1Cc2ccccc2N1C(=O)NC1CC(=O)N(c2ccc3c(c2)OCCO3)C1 (stereo not drawn)
  0, -3, -10, -4, 0, 3, 0, 3, 0
- O=c1c2cnn(-c3ccccc3)c2ncn1Cc1cccnc1
  -11, -12, 3, -7, -2, 6, -1, 7, 16
- CCOC(=O)c1cncc(O)c1
  -2, 5, -6, -1, -5, -1, 8, 2, 0
- Cn1c(=O)c2c(ncn2CC(=O)Nc2nc(-c3ccc(F)c(F)c3)cs2)n(C)c1=O
  2, -2, 1, -7, -1, 17, 2, 1, 11
- C=CCNC(=O)c1onc(CSc2ccc(Cl)cc2)c1C(=O)NCC=C
  -5, 4, -5, 0, ·, 4, ·, -3, 0
- O=c1[nH][nH]cc1C=Nc1ccc(Cl)cc1
  23, -40, 29, 2, -5, -6, 0, -4, 27

Structures listed so far containing fluorine:
Sequence of screens: hK5 inh, MDM2 E3 inh, FXIa inh 1536, eIF4E 4G PPI, p97 ATPase inh, Rad51 HR inh, Wee1 stabilizer, 14-3-3 Bad PPI, FXIIa inh
- C/C(=N\N1CCN(Cc2ccc(Cl)cc2)CC1)c1ccc(F)cc1
  0, -1, 2, 1, -5, ·, 0, 1, 7
- Cn1c(=O)c2c(ncn2CC(=O)Nc2nc(-c3ccc(F)c(F)c3)cs2)n(C)c1=O
  2, -2, 1, -7, -1, 17, 2, 1, 11

(next part)
Sequence of screens: hK5 inh, MDM2 E3 inh, FXIa inh 1536, eIF4E 4G PPI, p97 ATPase inh, Rad51 HR inh, Wee1 stabilizer, 14-3-3 Bad PPI, FXIIa inh
- O=C(NNS(=O)(=O)c1ccccc1)c1cnn(-c2ccccc2)c1-n1cccc1
  0, -11, -6, -3, 4, 1, -1, -7, -12
- Cn1c(SCC(=O)N2CCCCCC2)nc2c([nH]c3ccccc32)c1=O
  -5, -10, -1, -3[fluorescence artefact?], 1, 2, -2, 18[fluorescence artefact?], 11
- CCC(=O)Nc1nnc(CSCc2ccc(F)cc2)s1
  -19, 1, -1, -2, 0, 0, 6, -5, 14
- CN(C)CCCC1(O)c2ccccc2C=Cc2ccccc21
  -9, -13, -4, -3, 3, -14, -2, 5, 5
- CC(C)(C)NC(=O)c1ccncc1
  -19, -16, -13, -4, 1, -3, 1, 0, 8
- CCOc1cc2c3c(c1)C1(C(=O)N3C(C)(C)C=C2C)C(C#N)=C(N)Oc2cc(O)ccc21 (stereo not drawn)
  -6, 0, -5, 1, 3, -9, -1, -7, -2
- Cc1nc(COC(=O)c2cc(O)c3ccccc3c2O)cs1
  -7, -7, 16, 20, 7, -7, 0, 57, 11
- CCn1c(SCC(=O)N/N=C/c2ccccc2OCC(=O)O)nnc1-c1ccccc1
  -1, -11, -2, -1, 4, -2, 2, -2, 5
- CCNC(=S)NN=C1CCC(C(C)(C)C)CC1 (stereo not drawn)
  -46, 1, -6, 1, 0, ·, 4, -6, -4
- Cc1cc2nc(-c3ccc(SCC(=O)NC(C)C)nc3)[nH]c2cc1C
  -4, -15, -1, -3, -6, 6, 7, 9, 6
- COCCNC(=O)C(c1ccc(Cl)cc1)N(C(=O)Cn1nnc2ccccc21)c1cccnc1 (stereo not drawn)
  9, -1, -6, 0, -3, -20, -1, 1, 5
- Cc1cc(C)nc(NS(=O)(=O)c2ccc(NC(=O)Cn3c(=O)oc4ccccc43)cc2)n1
  -8, -6, -1, 3, -2, 4, -3, 4, 7
- O=C(NC1CC1)C1CCN(C2CCN(C(=O)/C=C/c3cccc(F)c3F)CC2)CC1
  0, 1, -5, -3, 3, 9, 0, -7, 3
- CN1C=CC=C/C1=C1\SC(=S)N(C2CCCCC2)C1=O
  3, -13, 4, 4, 5, 5, 2, -4[fluorescence artefact?], 23
- O=C(O)CCCC(=O)Nc1ccccc1-n1ccnc1
  -20, -11, 2, 3, 6, -7, 1, 2, 0

Sequence of screens: hK5 inh, MDM2 E3 inh, FXIa inh 1536, eIF4E 4G PPI, p97 ATPase inh, Rad51 HR inh, Wee1 stabilizer, 14-3-3 Bad PPI, FXIIa inh
- Cc1ccc(NC(=O)C2OCCc3ccccc32)cc1 (stereo not drawn)
  -2, -4, 16, 0, 5, ·, -3, -5, 1
- O=C1COc2ccc(C(=O)COC(=O)CCSc3ccccc3)cc2N1
  3, ·, 2, 0, 1, -6, 3, 6, 9
- S=C(NNc1cccc(Cl)c1)NC1CCCCC1
  -1, -9, 5, -2, -4, 2, 4, -7, ·
- CC1=CC(=C2N=C(c3ccccc3)OC2=O)C=C(C)O1
  3, -10, 1, ·, 6, 6, -1, ·, 7
- Cc1ccc(CNC(=O)c2ccccc2CCc2ccccc2)cc1
  -5, -11, 5, -5, -4, -6, -1, -2, 11
- COc1ccc(CNC(=O)CSc2nnnn2-c2ccc(O)cc2)cc1
  -4, -49, 7, 7, 4, -2, 1, -2, 17
- CSc1nc2ccc(NC(=O)c3ccc(Cl)s3)cc2s1
  0, -3, 2, -5, 0, ·, 1, -1, 8

Single records (already shown). Order of values: hK5 inh | MDM2 E3 inh | FXIa inh 1536 | eIF4E 4G PPI | p97 ATPase inh | Rad51 HR inh | Wee1 stabilizer | 14-3-3 Bad PPI | FXIIa inh
Profile of O=C1COc2ccc(C(=O)COC(=O)CCSc3ccccc3)cc2N1 : 3 | · | 2 | 0 | 1 | -6 | 3 | 6 | 9
Profile of CSc1nc2ccc(NC(=O)c3ccc(Cl)s3)cc2s1 : 0 | -3 | 2 | -5 | 0 | · | 1 | -1 | 8
